# High-throughput results deposited in PubChem BioAssay by Small Molecule Screening Facility, UW Madison.
# PriA SSB inh = K. pneumoniae PriA-SSBct interaction inhibition; 430,000 compounds, 0.6% hits; AID 1272365; inhibition, % at 33 µM; AlphaScreen SSBct-PriA binding, biotinylated peptide; in the data active = inhibition mostly above about 37%, no sharp cut-off; inactive = mostly below about 20%;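 also: plate controls were negative control peptide for no effect and reference peptide for full effect; strong numbers were not always called active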
# Numbers without * were called inactive; & = joins results of further samples.
SMILES,PriA SSB inh
NC(=NN=Cc1cccs1)SC1CC(=O)N(c2ccc(Br)cc2)C1=O (stereo not given),-6.3
COc1ccc(N2CCn3c2nnc(C(=O)NCCCN2CCOCC2)c3=O)cc1,-7.0
Cc1ccc(C)c(S(=O)(=O)c2nnn3c2nc(N2CCc4ccccc42)c2ccccc23)c1,-8.0
CCOC(=O)c1cn[nH]c1S(=O)(=O)NCCCc1ccccc1,-17.0
Cn1nnc2c(N3CC(C(=O)NCc4ccc(OC(F)(F)F)cc4)C3)ncnc21,-16.0
Cn1c(-c2ccc(N)cc2)n[nH]c1=S,1.0
CN(C)S(=O)(=O)NCCn1nc(-n2cncn2)ccc1=O,-27.0
Cc1nn(C2CCS(=O)(=O)C2)c(C)c1N1CCN(C(=O)Nc2ccccc2C(F)(F)F)CC1 (stereo not given),5.0
CC(=O)N1CCN(C(=O)C(=O)NCC2COC3(CCCCC3)O2)CC1 (stereo not given),0.0
Cc1ccc2nc(Cl)c(C=NNC(=O)c3ccccc3O)cc2c1,0.5
CC(=O)c1ccc(NC(=O)/C=C/c2cccc(C(F)(F)F)c2)cc1,-8.0
CCCCCCCCOc1ccc(/C=C/C(=O)Nc2ccc(C(=O)OCC)cc2)cc1,2.0
CCOc1ccc(-c2csc(NC(=O)CN3C(=O)c4ccccc4C3=O)n2)cc1,5.0
CSc1ccccc1C(=O)NCCC(O)c1ccoc1 (stereo not given),-3.0
Cc1noc(C)c1CSc1nc2sc3c(c2c(=O)n1-c1ccccc1)CCCC3,-9.0&2.0
COc1ccccc1CNC(=O)C(=O)NCC1CCN(C2CCCC2)CC1,-2.0
CCCc1cc(=O)n(CC(=O)N2CCC[C@H](C)C2)cn1,-14.0
COc1cccc(N=C(C)N(C)CCNS(=O)(=O)c2ccc(Cl)cc2)c1,-0.1
CCC12CN3CCN(CC(C3)C1=NNC(=O)Nc1ccccc1)C2,1.2
Cc1ccc(-n2ccnc(SCC(=O)NC3CCCCC3)c2=O)cc1C,-4.0

# Continued, starting with the last 4 of the part before.
SMILES,PriA SSB inh
CCCc1cc(=O)n(CC(=O)N2CCC[C@H](C)C2)cn1,-14.0
COc1cccc(N=C(C)N(C)CCNS(=O)(=O)c2ccc(Cl)cc2)c1,-0.1
CCC12CN3CCN(CC(C3)C1=NNC(=O)Nc1ccccc1)C2,1.2
Cc1ccc(-n2ccnc(SCC(=O)NC3CCCCC3)c2=O)cc1C,-4.0
CCOc1ccc(NC(=O)c2nnn(-c3ccccc3F)c2C)cc1,0.0&4.0
O=S(=O)(NCC1CCN(Cc2cccs2)CC1)c1ccc(Cl)cc1,-17.0
COCc1nc2ccccc2n1Cc1cccc2ccccc12,-4.0
CCOC(=O)CC(C)=NNc1nc(-c2ccccc2)cs1,7.8
Cc1nn(-c2ccccc2)c(C)c1C=Nn1c(-c2ccc(Cl)cc2)n[nH]c1=S,2.7
Cc1nc2ccc(NC(=O)c3ccncc3)cc2c(=O)n1-c1ccc(F)cc1,1.0
CCOC(=O)c1nn(-c2ccccc2Cl)c(=O)cc1OS(=O)(=O)c1ccc(CC)s1,4.0
Cc1cc(NC(=O)C2CCN(S(=O)(=O)c3cccs3)CC2)n(C(C)C)n1,-13.0
Cc1cc(CNC(=O)C(=O)NCCc2ccccc2)c(C)o1,3.0
O=C(c1cncc(Br)c1)N1CCCC(Cc2nc(-c3ccccc3F)no2)C1 (stereo not given),-10.0
O=C(Nc1nc(-c2ccc(Cl)c(Cl)c2)cs1)c1ccc(Oc2ccc(C(=O)Nc3nc(-c4ccc(Cl)c(Cl)c4)cs3)cc2)cc1,-7.0
CON(C)C(=O)C1CN(C(=O)c2ccc3c(c2)OCO3)C1,-18.0
CCOC(=O)Cn1c(=O)n(-c2ccc(C)cc2)c(=O)c2oc3ccccc3c21,6.0
O=[N+]([O-])c1ccccc1Nc1nc(-c2ccccn2)cs1,80.4*
CCCCOc1ccc(C(=O)NCc2nnc(SCC(=O)Nc3nccs3)n2-c2ccc(F)cc2)cc1,-13.0
CCc1ccccc1NC(=O)C(=O)NC[C@](C)(O)C1CC1,-27.0
NC(=O)c1cc(C2CCCCN2C(=O)c2cc(-c3ccc(F)cc3)n[nH]2)[nH]n1 (stereo not given),-9.0
CC(=O)Nc1cccc(C2=Nc3ccccc3SC(c3cccc(Br)c3)C2)c1 (stereo not given),16.0
Cn1c(C(C#N)=C(O)c2cc(Cl)sc2Cl)nc2ccccc21,6.0
COc1ccc(Cl)cc1C(=O)Nc1cccc(N2CCCCC2=O)c1,-11.0
Cn1cccc1C(O)CCNC(=O)c1ccc(C(F)(F)F)nc1 (stereo not given),3.0
CC(=O)N(CCN(C)C)c1nc2ccc(Cl)cc2s1,15.0
Cc1ccc(=O)n(C(C)C(=O)Nc2ccccc2-c2cn3cccc(C)c3n2)n1 (stereo not given),-11.0
CCC(=O)NCc1ccc(C(=O)c2cccs2)s1,-13.0
CCn1c(O)c(C=NN=Cc2ccccc2)c2ccc(C3=NNC(=O)CC3)cc21,-16.0
CC(C)(C)c1ccc(S(=O)(=O)Nc2ccc3c(c2)OCO3)cc1,-10.0
Cn1c(O)c(N=Nc2ccc(C(F)(F)F)cc2)c(=O)n(C)c1=O,-9.0
CNC(=O)C1Cc2ccccc2N1C(=O)c1ccccc1S(=O)(=O)C(F)F (stereo not given),-6.0
COc1ccc(CNC(=O)C2(c3cccs3)CCOCC2)cc1,9.0
COc1ccc(CCNC(=O)NC2CCC(Oc3ncc(F)cn3)CC2)cc1 (stereo not given),-10.0
CCn1ccnc1N1CCN(C(=O)CCCc2ccccc2)CC1,-7.0
COc1cc(OC)c(NC(=O)Cn2c(C)nc3c(c2=O)CCN(Cc2ccccc2)C3)cc1Cl,0.0
O=C(Cn1cccc(-c2nc(-c3ccc(Cl)cc3)no2)c1=O)Nc1ccc(F)cc1F,-14.0
CCc1cc(=O)[nH]c(SCC(=O)NC(C)(C)C)n1,-6.0
O=C(c1cncc(Br)c1)N1CCC[C@H](Cc2nc(-c3cnccn3)no2)C1,-19.0
O=C(c1cc(C(F)(F)F)cc(C(F)(F)F)c1)N1CCN=C1SCc1cccnc1,-7.0
Cc1c(C(=O)Nc2ccccn2)sc2nc(-c3ccccc3)cn12,-4.0
CN(C)C=NNC(=O)c1ccccc1,-14.2
COc1ccc(CCC(=O)O)cc1Br,-30.0
CN1CCCc2cc(C(CNC(=O)Nc3ccc(F)cc3)N(C)C)ccc21 (stereo not given),31.0
COc1ccc(-c2noc(CSc3nc4ccsc4c(=O)n3-c3ccccc3)n2)c(OC)c1,-3.0
Cc1cc(=O)[nH]c(NN=Cc2cc(C)n(CC(F)(F)F)c2C)n1,-10.4
Cc1ccc(SCC(=O)Nc2ccc(I)cn2)cc1,-49.0
CCc1nnc(-c2ccc(NC(=O)c3ccco3)cc2)o1,-16.0&2.0
Cc1cc(C)n(C(=O)c2scc(-c3ccccc3)c2-n2cccc2)n1,-18.0
COc1ccc2c(C)cc(SCC(=O)c3ccc(OC)c(OC)c3)nc2c1,-10.0
COc1ccc(S(=O)(=O)OCCN2C(=O)c3ccccc3C2=O)cc1OC,-10.0
NC(=NNC(=O)Nc1ccc(Cl)cc1)c1ccccn1,-0.6
O=C(COc1ccccc1F)N1CCOC(c2ccccc2)C1 (stereo not given),-13.0
S=C(Nc1ccccc1)N1CCN(C(=S)c2cccc(Br)c2)CC1,-9.0
CN1CCN(C(=O)Cc2csc(NC(=O)C(C)(C)C)n2)CC1,-6.0
CS(=O)(=O)c1ccc(NC(=O)C2CCN(Cc3nc(-c4ccccc4)no3)CC2)cc1,-9.0
CC(/C=C1\NC(=O)N(CC(=O)Nc2cccc(C)c2)C1=O)=C\c1ccccc1,6.0
CC(C)(C)c1csc(CN2CCN(CC(=O)N3CCc4ccccc43)CC2)n1,6.0
O=C(NN=Cc1cccc(O)c1)NC1CCCCC1,0.8
O=C(CN1C(=O)c2ccccc2C1=O)Nc1c2c(nn1-c1ccccc1)C[S+](=O)([O-])C2,-6.0
CN1CCN(C(CNC(=O)c2c(F)cccc2Cl)c2ccc3c(c2)CCCN3C)CC1 (stereo not given),-4.0
Cc1ccc(N=Nc2ccc(O)c(C=NNC(=O)c3ccc(N)cc3)c2)cc1C,-8.9
Cc1noc(C)c1S(=O)(=O)NCCn1ncc2c(N3CCCC3)ncnc21,5.0
Cc1csc(C(=O)NCCN2CCC(c3cccs3)CC2)c1,-11.0

# Continued:
SMILES,PriA SSB inh
O=C(O)CCC(=NNc1ccc([N+](=O)[O-])cc1S(=O)(=O)N1CCOCC1)c1cccs1,-13.2
Cc1occc1C(=O)NN=Cc1ccccn1,0.4
CCOC(=O)C(CC)Sc1nnc(Cn2c(=O)sc3ccccc32)n1-c1cccc(Cl)c1 (stereo not given),6.0
O=C(NCCNc1cc(-n2cccc2)ncn1)Nc1ccc(F)c(Cl)c1,-4.0
COc1ccc(NC(C)=CC(=O)c2ccccc2)cc1,-4.5
C=CCc1c(C)nc(-c2ccccc2)[nH]c1=O,-4.0
COc1ccc(-c2nc(C)c(-c3ccc(SCC(=O)Nc4cc(C)on4)nn3)s2)cc1,-7.0
Cn1cccc1CN(Cc1cccs1)C(=O)Nc1ccc(C(C)(C)C)cc1,-15.0
O=C(NCc1ccc(C(=O)c2ccco2)s1)C(=O)Nc1cc2c3c(c1)CC(=O)N3CCC2,-1.0
CCCCn1nc(C)c(-c2cc(C(=O)O)[nH]n2)c1C,-12.0
CC1CC2=C(CC1C=NNC(N)=S)C(C)(C)CCC2 (stereo not given),7.5
COc1ncc(NS(=O)(=O)c2ccc3c(c2)OCCO3)cn1,9.0
COC(=O)c1ccc(OC(=O)N(C)c2ccccc2)cc1,-18.0
CN1CCc2cc(C(CNC(=O)C(=O)Nc3ccc4c(c3)OCO4)N(C)C)ccc21 (stereo not given),19.0
CS(=O)(=O)c1ccc(CCC(=O)N2CC(n3cc(COc4ccccc4)nn3)C2)cc1,-11.0
CCN(CC)c1ccc(C=NNC(=O)c2ccco2)c(O)c1,2.8
O=C(NCCc1ccc(Cl)cc1)C(=O)Nc1ccon1,0.0
Cc1nnc(NC(=O)CSc2nnc(CNC(=O)COc3ccccc3)n2-c2ccc(F)cc2)s1,-19.0
CCN1C(=O)/C(=C/c2c(NCCOCCO)nc3c(C)cccn3c2=O)SC1=S,-5.0
Cc1ccc(NC(=O)NCCNc2cc(-n3cccc3)ncn2)c(Cl)c1,-5.0

# Three of these compounds in another layout:
structure	PriA SSB inh
C=CCc1c(C)nc(-c2ccccc2)[nH]c1=O	-4.0
COc1ccc(-c2nc(C)c(-c3ccc(SCC(=O)Nc4cc(C)on4)nn3)s2)cc1	-7.0
Cn1cccc1CN(Cc1cccs1)C(=O)Nc1ccc(C(C)(C)C)cc1	-15.0

# Remaining list, next part
SMILES,PriA SSB inh
CCC(C(=O)NCCCn1nc(-c2ccco2)ccc1=O)c1ccccc1 (stereo not given),-4.0
O=C(Nc1nc(-c2ccc([N+](=O)[O-])cc2)cs1)c1ccccc1Br,-9.0
Cc1ccccc1OCC(=O)N1CCC(S(=O)(=O)c2nncn2C)CC1,-23.0
Cc1ccc(C)c(CSC2=NCCN2C(=O)c2ccccc2C(F)(F)F)c1,-10.0
COc1ccc(C(O)CNC(=O)CCc2ccccc2Br)cc1OC (stereo not given),-2.0
CC(=O)N(N=C1C(=O)Nc2ccccc21)c1ccccc1,0.7
CSc1ncc(Cl)c(C(=O)Nc2nc3ccccc3s2)n1,-10.0
COC1CCN(S(=O)(=O)c2cc(Cl)ccc2C)CC1,-11.0
CCCc1cc(=O)[nH]c2nnc(SCc3ccc(F)cc3)n12,-5.0
Cc1[nH]nc(S(=O)(=O)N2CCC(C(N)=O)CC2)c1C(=O)O,-8.0
CCCCOc1ccc(NC(=O)NCc2cc(C)oc2C)cc1,-13.0
COc1c2ccc(C(=O)N3CCc4ncncc4C3)cc2nn1C,0.0
COc1ccc(OCc2nc(C#N)c(N3CCCCCC3)o2)cc1,102.5*
C=CCOc1ccc(C2C(=C(O)c3ccc4c(c3)OCCO4)C(=O)C(=O)N2CCCN2CCOCC2)cc1 (stereo not given),-1.8
C(=C(c1ccccc1)c1ccccc1)c1ccc(-c2c3ccccc3c(-c3ccc(C=C(c4ccccc4)c4ccccc4)cc3)c3ccccc23)cc1,-6.0
CC(=NNC(=O)c1cc(-c2ccccc2)nc2c(Cl)cccc12)c1cccnc1,14.5
COc1ccc(S(=O)(=O)NCCn2nc(-n3nc(C)cc3C)ccc2=O)cc1F,-7.0
CCC(=O)Nc1ccc(S(=O)(=O)NCCCN2CCN(c3ccccc3)CC2)c(C)c1,-1.0
COC(=O)c1ccc2c(=O)n(CCC(=O)NCCCN3CCOCC3)c(=S)[nH]c2c1,5.0
COc1cccc2cc(C(=O)C3=C(O)C(=O)N(CCN(C)C)[C@@H]3c3ccccc3F)oc12,-20.0

# 4 entries picked at random from the list so far, as already listed:
SMILES,PriA SSB inh
COc1ccc(OCc2nc(C#N)c(N3CCCCCC3)o2)cc1,102.5*
COc1cccc2cc(C(=O)C3=C(O)C(=O)N(CCN(C)C)[C@@H]3c3ccccc3F)oc12,-20.0
COc1ccc(S(=O)(=O)NCCn2nc(-n3nc(C)cc3C)ccc2=O)cc1F,-7.0
CC(=O)N(N=C1C(=O)Nc2ccccc21)c1ccccc1,0.7

# Later entries:
SMILES,PriA SSB inh
Cc1noc(C)c1CC(=O)NC[C@@](O)(c1ccccc1)C(F)(F)F,-14.0
CCOC(=O)c1ccc(N=Cc2ccc(OC(=O)c3ccco3)cc2)cc1,3.0
COCCN(Cc1ccoc1)C(=O)c1cn(C)nc1OC,-5.0
COc1ccc(C(O)CNC(=O)c2cc(C)ccc2C)cc1OC (stereo not given),-7.0
CC(CCc1ccc2c(c1)OCO2)=NN=C1NC(=O)CC(C(=O)Nc2ccccc2F)S1 (stereo not given),-11.2

# Four neighbouring compounds out of the list so far:
SMILES,PriA SSB inh
Cc1c(C(=O)Nc2ccccn2)sc2nc(-c3ccccc3)cn12,-4.0
CN(C)C=NNC(=O)c1ccccc1,-14.2
COc1ccc(CCC(=O)O)cc1Br,-30.0
CN1CCCc2cc(C(CNC(=O)Nc3ccc(F)cc3)N(C)C)ccc21 (stereo not given),31.0

# Not all compounds are listed (hit frequency here may not be typical).
